# Bioassay records as filed in PubChem BioAssay.
# mlh1 rad18 – NCI yeast anticancer drug screen, S. cerevisiae mlh1 rad18 strain; % growth inhibition at 50 µM; 79,000 compounds, 11% hits; AID 175;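 further: 0% = growth of vehicle-only cultures of the same strain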
#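 In this whole-cell yeast screen, a strain with altered DNA damage repair is challenged with compound, and its growth is measured against matched vehicle-treated controls.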
# mec2-1 – NCI yeast anticancer drug screen, S. cerevisiae mec2-1 strain | 79,000 compounds, 9% hits | % growth inhibition at 50 µM;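 further: 0% = growth of vehicle-only cultures of the same strain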
#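 Growth inhibition is read against vehicle-treated controls after compound exposure of the mec2-1 yeast strain, which is defective in DNA damage repair or cell cycle control.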
# bub3 – NCI yeast anticancer drug screen, S. cerevisiae bub3 mutant strain | 78,000 compounds, 9.9% hits | % growth inhibition at 50 µM;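 further: 0% = growth of vehicle-only cultures of the same strain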
#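 Screening used yeast with an engineered genetic alteration affecting cell cycle control. Compound-exposed cultures were compared with vehicle cultures, and reduced growth was taken as inhibition.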
# yeast cln2 rad14 – NCI yeast anticancer drug screen, S. cerevisiae cln2 rad14 strain; growth inhibition, % at 50 µM; 78,000 compounds, 8.3% hits;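 further: 0% = growth of vehicle-only cultures of the same strain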
#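 Growth inhibition, relative to vehicle-treated controls, is the read-out. The test organism is a yeast strain with defined genetic alterations, cln2 rad14.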
# yeast sgs1 mgt1 – NCI yeast anticancer drug screen, S. cerevisiae sgs1 mgt1 strain; % growth inhibition at 50 µM; 78,000 compounds, 10% hits; AID 161;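 further: 0% = growth of vehicle-only cultures of the same strain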
#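 Percent growth inhibition was derived by comparing compound-exposed mutant yeast with vehicle-exposed cultures. The strain carries alterations in DNA damage repair.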
# rad50 – NCI yeast anticancer drug screen, S. cerevisiae rad50 strain. % growth inhibition at 50 µM. 79,000 compounds, 10% hits;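 further: 0% = growth of vehicle-only cultures of the same strain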
#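 Vehicle-treated cultures provide the reference for the growth inhibition reported for compound-exposed, repair-deficient yeast.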
# * = called active by the depositor; . = no result given. No stated cut-off is given here; in the data, active means growth inhibition above about 70%; inactive means the rest.
SMILES,mlh1 rad18,mec2-1,bub3,yeast cln2 rad14,yeast sgs1 mgt1,rad50
CCN(CC)c1ccc(C(C#N)(c2ccc(N(CC)Cc3cccc(S(=O)(=O)O)c3)cc2)c2ccc(N(CC)Cc3cccc(S(=O)(=O)O)c3)cc2)cc1,30,8,-7,-8,5,-1
Cc1ccc(C2=C(Cl)C(=O)C(c3ccc(C)cc3)=C(Cl)C2=O)cc1,-14,10,-58,-4,-14,-16
CCCc1cc2c(cc1CSc1ccccc1C(=O)O)OCO2,-12,-9,-8,-85,-2,-14
CCOC(=O)C1C(=O)CC(O)(c2ccccc2)C(C(=O)OCC)C1c1ccc(N(C)C)cc1 (stereo not given),2,-10,-3,68,10,12
CN(CC(O)CN1CCCc2ccccc21)C1CCCCC1 (stereo not given),19,0,46,-16,18,-6
CSc1c(C)n2c3c(cccc13)CCC2,3,-7,1,-37,-4,-10
CC(C)CC(C)OC(=O)CC(CC(=O)OC(C)CC(C)C)C(=O)OC(C)CC(C)C (stereo not given),-4,-17,21,26,-13,-7
Cc1cc(Br)cc(C)c1NC(=O)C(=O)C(C(=O)c1ccncc1)C1OC(=O)c2ccccc21 (stereo not given),-7,-31,16,16,-52,-13
CCCCCNC(=O)c1cccc(C)c1,-1,-13,-25,-14,-8,-11
O=C1OCCN1/N=C/c1ccc([N+](=O)[O-])o1,89*,54,41,50,88*,81*
CCCN(CCC)CC(O)CNc1cc(OC)cc2cccnc12 (stereo not given),6,-16,20,-36,7,10
COC(=O)c1ccc(C(=O)OC)c(N)c1,0,5,4,-33,-2,1
O=C(Nc1ccccc1Cl)c1ccc(F)cc1,-4,-12,-21,7,15,-2
N#CSc1cc(SC#N)c2ccccc2c1N,64,63,81*,-1,58,70*
CCOc1cn(C2CC(O)C(CO)O2)c(=O)[nH]c1=O (stereo not given),24,8,-16,-11,-7,-1
Oc1cc(Br)ccc1C=Nc1ccc(N2CCCCC2)cc1,18,10,.,.,.,25
CCCCCc1nc(N)nc(-c2nc(N)nc(CCCCC)c2C)c1C,-7,-21,-41,2,-25,-16
CCCCCCC(=O)/C=C\CCCCCCCCC(=O)O,54,9,24,22,14,29
CC(=O)CC(C)(C)S(=O)(=O)c1ccc(C)cc1,5,-5,12,-26,24,4
COC(O)C(O)C(O)C(O)CO (stereo not given) (tested in a mixture with another compound),10,10,-2,-6,15,0

# Reformatted as tab-separated lines: 6 of the compounds above
canonical_smiles	mlh1 rad18	mec2-1	bub3	yeast cln2 rad14	yeast sgs1 mgt1	rad50
COC(=O)c1ccc(C(=O)OC)c(N)c1	0	5	4	-33	-2	1
O=C(Nc1ccccc1Cl)c1ccc(F)cc1	-4	-12	-21	7	15	-2
N#CSc1cc(SC#N)c2ccccc2c1N	64	63	81*	-1	58	70*
CCOc1cn(C2CC(O)C(CO)O2)c(=O)[nH]c1=O (stereo not given)	24	8	-16	-11	-7	-1
Oc1cc(Br)ccc1C=Nc1ccc(N2CCCCC2)cc1	18	10	.	.	.	25
CCCCCc1nc(N)nc(-c2nc(N)nc(CCCCC)c2C)c1C	-7	-21	-41	2	-25	-16

# Additional records.
SMILES,mlh1 rad18,mec2-1,bub3,yeast cln2 rad14,yeast sgs1 mgt1,rad50
CC(C)(C)C1CCC(SCCO)CC1 (stereo not given),95*,92*,95*,90*,98*,98*
CCCCS/C=C\C(=O)OCC,-15,-23,0,-44,-8,19
CC1NC(=O)c2cc(=O)n(C)c(O)c21 (stereo not given),-6,-7,-5,-23,-8,-4
COc1ccc2[nH]cc(CC(N)=O)c2c1,-20,-29,-41,13,-39,-26
O=Cc1cc(N=Nc2ccc(S(=O)(=O)O)cc2)ccc1O,4,-36,-18,15,-1,6
COC(=O)CCc1ccc2c(c1)CC1(C2)Cc2ccc(CCC(=O)OC)cc2C1,-9,-29,-3,9,-24,-3
CCCCCCCCCC/C(C)=N/NC(=O)c1ccc[n+](C)c1,-6,-18,1,-36,-4,-6
Cc1cc(Br)c2c(c1N)C(=O)c1ccccc1C2=O,16,35,7,-8,31,24
CN(C)CCCCCC[N+](C)(C)Cc1ccc(C[N+](C)(C)CCCCCC[N+](C)(C)Cc2ccc(CCl)cc2)cc1,-3,-15,16,-3,-9,9
CC(C)c1nc(N)nc(N)n1,-17,-24,1,13,6,5
CC(=O)C1=C(C)O/C(=C/c2cccc(Cl)c2)C1=O,91*,71*,-8,-1,11,53
CC1CC(=O)C2C(C1)C1CCC2(C)CC1=O (stereo not given),1,8,-6,-40,-8,-1
CC(C)c1nnc(NC(=O)CSC(=S)N2CCOCC2)s1,-2,-18,-17,-52,-6,-24
COC(=O)c1cc([N+](=O)[O-])c(Sc2ncnc3nc[nH]c23)c([N+](=O)[O-])c1,35,26,27,80*,24,53
Cc1cc(C)c2c(c1)CC(C)(C)C(=O)OC2=O,-11,-24,-10,2,-10,-16
CSc1cc(Br)ccc1-n1c(C(=O)c2ccccc2)c(SC)n(-c2ccccc2)c1=O,5,21,16,8,21,0
CCOC(=O)C1OC1c1ccccc1 (stereo not given),23,-6,-4,-4,-2,24
Cc1ccc(S(=O)(=O)c2ccc(C)cc2C(=O)O)cc1,-22,-19,-30,-10,-1,-9
NC(=O)CCCc1ccc2oc3ccccc3c2c1,35,-4,23,7,9,13
Cc1onc(-c2ccccc2)c1C(C)(O)c1ccccc1 (stereo not given),6,11,18,-18,17,13
CCCCCCCCCCCCCCCCSC(=NC)NC,99*,99*,99*,98*,99*,99*
C(=Nc1ccc2c(c1)Cc1ccccc1-2)c1cccnc1,24,-17,12,0,23,28
C/C=C(\C)c1cc(=O)c2c(C)cc3c(c2o1)C(=O)c1c(OC)cccc1C3=O,24,-15,-7,-5,-1,14
N#CCCN1C(=O)c2ccccc2C1=O,-8,3,-1,10,3,17
CC(=O)OCc1cc(OC(C)=O)cnc1COC(C)=O,-36,-25,-8,-19,-17,-9
O=COCCc1ccccc1,4,-6,-8,5,8,-18
Cc1nn(CCO)c(N)c1C(N)=O,17,-4,5,-13,6,5
Cn1/c(=N/Sc2nnnn2-c2ccccc2)sc2ccccc21,30,-14,.,.,.,14
COC1(c2ccccc2)CCCCCC1=O (stereo not given),2,-2,0,11,-1,8
N#C/C(=C\N1CC(=O)NC1=S)C(=O)c1ccc2ccccc2c1,-17,16,3,14,-26,-20
COc1ccc(C(=O)c2ccc(N=[N+]([O-])c3ccc(C(=O)c4ccc(OC)cc4)cc3)cc2)cc1,2,-8,-5,-11,-13,-1
CC(=O)NCCN(C)C,89*,97*,92*,86*,84*,93*
N#CC(C#N)=NNc1ccc(S(=O)(=O)O)cc1,21,18,24,18,23,19
CC(=O)OC1CCCC2CCCC21 (stereo not given),-4,5,-2,-6,1,0
Cc1nc2ccccc2c(=O)n1/N=C\c1ccc2c(c1)CCC2,29,-6,23,18,16,-2
CC(=O)OC1CCC2(C)C(=CCC3C2CCC2(C)C3CCC2(OC(C)=O)C(C)=O)C1 (stereo not given),10,-8,-17,8,0,5
C/C(=N/NC(N)=O)c1ccco1,-4,-1,2,-2,-4,1
CCN(CC)CCCC(C)NCCCN (stereo not given),-10,-9,-23,-5,-5,-7
Nc1ccc(S(=O)(=O)O)c(N)c1,4,9,13,0,-4,10
O=c1cnn2c(n1)sc1ccc3ccccc3c12,40,-1,26,1,-15,-12
CC12CCC(C(S(=O)(=O)O)C1=O)C2(C)C (stereo not given) (tested in a mixture with another compound),1,-15,-1,-6,-7,-1
COC(=O)c1n[nH]c(C(C)C)c1N=NN(C)C,99*,99*,98*,99*,99*,99*
CN(C)N=Nc1ccc(/C=C2/C=Cc3ccccc32)cc1,9,0,13,-54,-3,2
COc1cc(Cc2nccc3cc(OC)c(OC)cc23)c(N=NN(C)C)cc1OC,8,-8,-10,5,-5,-14
CC(C)S(=O)(=O)/C=C\S(=O)(=O)C(C)C,83*,63,51,-17,72*,65
O=[N+]([O-])c1ccc(C(Br)(Br)c2ccc([N+](=O)[O-])cc2)cc1,99*,100*,100*,99*,100*,100*
CCC1CN2CCc3cc(OC)c(OC)cc3C2CC1=O (stereo not given),-22,-5,1,-3,-9,-11
Nc1nc(-c2ccccc2)c(N=Nc2ccc(Cl)cc2)s1,2,6,0,-6,6,11
O=C(c1cccnc1)C(CCc1ccccn1)c1ccccn1 (stereo not given),17,8,-3,-61,-3,-2
C[N+](C)(C)c1ncncn1,0,2,-25,-21,-11,2

# Next part
SMILES,mlh1 rad18,mec2-1,bub3,yeast cln2 rad14,yeast sgs1 mgt1,rad50
O=C1CN(c2ccccc2)CC(=O)N2C(c3ccccc3)CCCN12 (stereo not given),3,2,24,26,-6,22
O=C1CCCC2=C1CC1=C(CCCC1=O)N2c1cccc([N+](=O)[O-])c1,-6,-10,8,9,-21,-19
C=C1CC2(CC(c3ccccc3C)OC(c3ccccc3C)C2)OC1=O (stereo not given),.,84*,78*,84*,84*,78*
COc1cc2[nH]c3c(c2cc1OC)CCN[C@]31CC[C@]2(CC3c4c(cc(OC)c(O)c42)CCN3C)C[C@H]1OC (stereo not given in full),7,-6,8,-3,-16,11
O=c1c2ccccc2c2ccccc2n1C(c1ccccc1)c1ccccc1,-2,-5,-12,-13,3,-43
COc1ccc(N=c2nc3n4c(c(Br)cc(Br)c4n2)NC(C(Br)(Br)Br)=N3)cc1,41,1,4,-15,6,2
CCS(=O)(=O)C1C2CCC(O2)C1S(=O)(=O)CC (stereo not given),24,11,5,17,18,28
Cc1cc(-c2ccccc2)nc2nc3ccccc3n12,32,6,29,-31,12,8
CCCCCCCCSC1=NS(=O)(=O)c2ccccc21,31,29,49,31,44,64
CC(O)C12OC1CC1C3CC4OC45CC(O)CCC5(C)C3CCC12C (stereo not given),9,21,37,31,39,36
COc1ccc(NC(=O)CC(=O)n2nc(-c3ccccc3)c(N=Nc3ccccc3C)c2-c2ccccc2)cc1,7,-2,21,8,-1,-2
COc1ccc(/C=C/C(=O)c2sc(-c3cccnc3)nc2C)cc1,43,13,25,16,-4,24
COc1ccc2c(=O)cc[nH]c2c1OC,5,-16,9,-24,-8,-14
N#CCCN(Cc1ccccc1)C(=S)Nc1cccc(C(F)(F)F)c1,78*,53,70*,81*,85*,76*

# Quoted from the entries so far, six compounds:
SMILES,mlh1 rad18,mec2-1,bub3,yeast cln2 rad14,yeast sgs1 mgt1,rad50
COc1ccc(N=c2nc3n4c(c(Br)cc(Br)c4n2)NC(C(Br)(Br)Br)=N3)cc1,41,1,4,-15,6,2
CCS(=O)(=O)C1C2CCC(O2)C1S(=O)(=O)CC (stereo not given),24,11,5,17,18,28
Cc1cc(-c2ccccc2)nc2nc3ccccc3n12,32,6,29,-31,12,8
CCCCCCCCSC1=NS(=O)(=O)c2ccccc21,31,29,49,31,44,64
CC(O)C12OC1CC1C3CC4OC45CC(O)CCC5(C)C3CCC12C (stereo not given),9,21,37,31,39,36
COc1ccc(NC(=O)CC(=O)n2nc(-c3ccccc3)c(N=Nc3ccccc3C)c2-c2ccccc2)cc1,7,-2,21,8,-1,-2
